rTrxR1 inhibitor – inhibitors of rat thioredoxin reductase 1; O89049; recombinant rTrxR1, NADPH fluorescence consumption, selenite substrate; Potency, µM (doses to about 114 µM), without a hit: at the top dose activity change, negative = inhibition, hits mostly inhibitors; hit rate 1% among 390,000; further: potency means the concentration at half of the fitted maximal effect; on the % scale 0 is the no-effect control and ±100 the full control effect; nearly all actives have a fitted effect of over 65% in size
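Rat TrxR1 (90 nM in the dispensed reagent) was pre-reduced with 400 uM NADPH for 5 min at room temperature, then incubated with compound for 15 min. After 400 uM selenite was added, NADPH fluorescence (Ex 340/Em 450 nm) was followed for 8 min.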
D2 agonist – D2 dopamine receptor (human) agonism; activation, % at 2 µM; P14416; hit rate 0.53% among 340,000; HEK293 T-REx D2 cells, calcium flux agonist mode;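 active means activation over 3 SD above normal in the single-dose calcium agonist read, cut at about 30% in these data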; further: 0% is about no effect
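Agonism scored from kinetic calcium signal (1 read/sec, 180 s) following compound pin transfer, after a 10 s baseline. Cells: HEK293 Trex line expressing inducible D2 receptor coupled to calcium, dye-loaded after overnight culture at 30 C.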
TrxR1 substrate – is turned over as a substrate by rat TrxR1; AID 588456; purified TrxR1 substrate turnover, NADPH consumption readout; hit rate 0.01% among 390,000; Potency, µM (top dose mostly 114 µM), without a hit: top-dose activity change, negative = substrate turnover; O89049; further: potency means the concentration at half of the fitted maximal effect; on the % scale 0 is the no-effect control and ±100 the full control effect; nearly all actives have a fitted effect of over 50% in size
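Rat TrxR1, dispensed at 90 nM, was prereduced with 400 uM NADPH (final) for 5 min at ~22 deg C, then incubated with compound 15 min before 400 uM selenite. A first-read NADPH fluorescence drop versus no-compound background flagged substrates.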
mIDH1 inhibitor – blocks human mutant IDH1 R132H enzyme; O75874; IDH1-R132H enzyme, NADPH consumption, diaphorase/resazurin fluorescence; Potency, µM (titrated, usually from 76.6 µM), inactives show at the highest dose activity change, negative = inhibition, usual class: inhibitors; hit rate 0.093% among 390,000; further: potency means the concentration at half of the fitted maximal effect; on the % scale 0 is the no-effect control and ±100 the full control effect; nearly all actives have a fitted effect of over 65% in size
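IDH1-R132H (0.5 ug/mL dispensed) in pH 7.5 Tris buffer was preincubated 30 min with compound, then given a substrate mix of 0.016 mM NADPH and 2 mM alpha-KG for 80 min at room temperature; remaining NADPH was read by diaphorase/resazurin fluorescence.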
TRHR agonist – activates the human TRH receptor | activation, % at 2 µM | TRHR cells, calcium flux fluo-8, FDSS agonist mode | hit rate 0.18% among 360,000 | AID 493084 | P34981; in the data active means activation above about 30%; further: 0% is about no effect
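TRHR-expressing cells loaded with fluo-8 calcium dye; 23 nL library compound pin-transferred, kinetic FDSS fluorescence (Ex 480/Em 530) recorded about 180 s for agonist-induced calcium release, before a 10 nM TRH EC20 addition for potentiator mode.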
USP1 inh – inhibitors of human USP1/UAF1 deubiquitinase. recombinant USP1/UAF1, Ub-Rhodamine cleavage fluorescence. Potency, µM (titrated, usually from 57.1 µM), for the others: top-dose activity change, negative = inhibition, usual class: inhibitors. hit rate 0.23% among 390,000; further: potency means the concentration at half of the fitted maximal effect; on the % scale 0 is the no-effect control and ±100 the full control effect; nearly all actives have a fitted effect of over 60% in size; inactives centre near -12
Target sequence (O94782 whole entry, looked up): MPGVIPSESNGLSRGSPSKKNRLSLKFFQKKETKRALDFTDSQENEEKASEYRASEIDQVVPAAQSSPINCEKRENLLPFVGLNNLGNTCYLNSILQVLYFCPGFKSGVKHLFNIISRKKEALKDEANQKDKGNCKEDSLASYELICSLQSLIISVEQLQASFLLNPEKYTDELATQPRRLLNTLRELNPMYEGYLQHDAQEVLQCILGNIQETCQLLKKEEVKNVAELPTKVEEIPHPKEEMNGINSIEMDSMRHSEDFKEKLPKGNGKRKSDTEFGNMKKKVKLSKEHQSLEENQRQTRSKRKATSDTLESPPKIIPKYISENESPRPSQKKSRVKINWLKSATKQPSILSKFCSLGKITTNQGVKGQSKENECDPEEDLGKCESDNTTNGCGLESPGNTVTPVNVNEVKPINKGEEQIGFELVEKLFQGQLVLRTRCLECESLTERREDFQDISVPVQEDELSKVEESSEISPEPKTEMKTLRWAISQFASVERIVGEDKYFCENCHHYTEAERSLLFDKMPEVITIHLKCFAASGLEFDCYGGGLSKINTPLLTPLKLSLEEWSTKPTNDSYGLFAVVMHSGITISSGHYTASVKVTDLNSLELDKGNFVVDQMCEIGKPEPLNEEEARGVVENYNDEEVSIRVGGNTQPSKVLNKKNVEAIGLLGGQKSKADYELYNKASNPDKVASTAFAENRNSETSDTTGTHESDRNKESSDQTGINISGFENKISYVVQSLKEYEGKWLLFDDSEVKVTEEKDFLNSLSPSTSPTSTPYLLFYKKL
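USP1/UAF1 complex at 1 nM was preincubated with compound for 15 min at room temperature, then Ub-Rho substrate (150nM final) was added. Fluorescence (480/540 nm) was read kinetically, 6 reads every 60 seconds.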
D2 antagonist – antagonists of human D2 dopamine receptor | HEK293 TREx D2 cells, calcium flux, dopamine EC80 | inhibition, % at 10 µM | hit rate 2% among 340,000 | AID 485344; in the data active means inhibition above about 30%; further: 0% is about no effect
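Compounds are added to dye-loaded, induced HEK293 T-REx cells coupled to calcium release via D2; after a 3 min kinetic read an EC80 dopamine stimulus is given and fluorescence is recorded for 3 more min.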
TRHR PAM – allosteric enhancers of human TRH receptor | P34981 | TRHR cells, fluo-8 calcium fluorescence, EC20 TRH enhancement | enhancement, % at 2 µM | hit rate 0.66% among 360,000; in the data active means enhancement above about 30%; further: 0% is about no effect
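TRHR-expressing cells loaded with fluo-8 calcium dye were read kinetically (ex 480/em 530) during compound addition, then stimulated with an EC20 of TRH (10 nM final). Enhancement of the Gq-mediated intracellular calcium response was scored.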
Pin1 inh – human Pin1 inhibition | hit rate 0.009% among 390,000 | Pin1 FP peptide displacement, HiFluor488, 10 min | Potency, µM (titrated, usually from 115 µM), for the others: at the highest dose activity, negative = inhibition, most hits filed as inhibitors | AID 504891; active means well fitted inhibition curve with a large enough effect in the polarisation, with a control signal flat, not every such curve was filed as active; inconclusive means small, poorly fitted or top-dose-only effect, or effect the other way, or a change in a side signal; inactive means no such curve, though single readings can be large or run the other way; the % refers to the polarisation; further: potency means the concentration at half of the fitted maximal effect; on the % scale 0 is the no-effect control and ±100 the full control effect
Target sequence (Q13526 whole entry, looked up): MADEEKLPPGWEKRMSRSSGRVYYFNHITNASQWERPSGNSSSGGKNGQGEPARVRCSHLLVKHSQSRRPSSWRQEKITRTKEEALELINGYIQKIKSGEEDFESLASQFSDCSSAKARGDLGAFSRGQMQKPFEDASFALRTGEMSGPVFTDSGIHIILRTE
An asterisk follows results filed as active; ? = inconclusive; nt = no result given; [ ] = remark or other dose. Unless noted, the call rests on the fitted dose curve; in most records, active means well fitted inhibition curve with a large enough effect; inconclusive means small, poorly fitted or top-dose-only effect; inactive means no such curve, though single readings can be large or run the other way.

SMILES | rTrxR1 inhibitor | D2 agonist | TrxR1 substrate | mIDH1 inhibitor | TRHR agonist | USP1 inh | D2 antagonist | TRHR PAM | Pin1 inh
Cc1cccc(OCCn2c(SCC(=O)O)nc3ccccc32)c1 | 13%[57.1 µM] | -0.3 | -1%[57.1 µM] | 3% | 0.5 | -18% | nt | -1 | -8%
CCC(=O)N/C(=N\OCc1ccc(F)cc1)c1nonc1NC(=O)CC | -4% | nt | -9% | 0% | nt | 8% | nt | nt | ?
CCS(=O)(=O)n1nc(-c2ccccc2)cc1N | 14% | -0.7 | 5% | -4% | -0.7 | -21% | -20 | 14 | -3%
COCCNC(=O)C1CCN(S(=O)(=O)c2c(C)noc2/C=C/c2cccs2)CC1 | -5% | -0.8 | -15% | 6% | -1.1 | -13% | -3 | -3 | 1%
CCOC(=O)c1ccc(N=C2S/C(=C\c3cc(C)n(-c4cccnc4)c3C)C(=O)N2C)cc1 | 27% | 0.2 | 12% | 2% | -0.4 | -14% | -18 | 0 | 2%
O=C(COc1ccc(S(=O)(=O)N2CCOCC2)cc1Cl)NCc1ccccn1 | 1%[57.1 µM] | 0.6 | 3%[57.1 µM] | -4% | 0.8 | -11% | 25 | 1 | 2%
Cc1cccc(Nc2cc(=O)[nH]c(=O)[nH]2)c1 | 19% | -0.5 | -4% | 16% | 0.3 | -6% | 0 | 0 | 1%
CCSCCOC(=O)C1=C(C)NC(=O)NC1c1cccc(OC)c1OC (centres undefined) | 12% | 1.5 | 11% | 4% | 1.1 | -10% | 8 | 6 | 2%
COC(=O)c1ccc(NC(=O)CSc2ccccn2)cc1 | -4% | -0.8 | -6% | 10% | -0.5 | -12% | -13 | 5 | -2%
Cc1ccc(CN2CCN(C(=O)C3CCCO3)CC2)cc1 (centres undefined) | 13% | 3.5 | 13% | 0% | 0.9 | -15% | -40 | -4 | 0%
C=CCc1cc(/C=N/n2cnnc2)cc(OCC)c1O | 0%[57.1 µM] | 0.4 | -8% | 8% | 0.3 | -19% | -8 | 7 | 2%
COc1cccc(CNC(=O)CCc2c(C)nn(-c3ccc(N4CCCC4)nn3)c2C)c1 | 20%[57.1 µM] | -0.5 | 8%[57.1 µM] | 0% | 0.1 | -16% | nt | 11 | -10%
COc1ccc2c(-c3cccnc3)cc(=O)[nH]c2c1 | 0%[57.1 µM] | 3.5 | 9%[57.1 µM] | 7% | 0.6 | -20% | -15 | 3 | 9%
CCOC(=O)c1cnc(N2CCOCC2)[nH]c1=O | 6% | 0.3 | 1% | 1% | 0.8 | -8% | -4 | 0 | 1%
O=C(CN1C(=O)NC2(CCCCCCC2)C1=O)NC1CCCc2ccccc21 (centres undefined) | -2% | -0.9 | -4% | 3% | -0.4 | -5% | -2 | 7 | -4%
CC(C)(C)c1ccccc1N=Cc1ccc2ccccc2n1 | -14% | -0.8 | -12% | -5% | 0.2 | -4% | 6 | 7 | 3%
Cc1cc(=O)oc2cc(OC(=O)c3cncc(Br)c3)ccc12 | -50% | 0.0 | 41%[activator][57.1 µM] | 5% | 0.5 | -15% | 31* | -2 | 8%
O=C1c2ccccc2NC(c2cccc(F)c2)N1Cc1ccco1 (centres undefined) | -54%[57.1 µM] | 0.4 | 113%[activator] | -11% | 0.0 | -5% | -9 | 0 | 3%
O=S1(=O)CCS(=O)(=O)C1c1ccccc1 | 10%[57.1 µM] | nt | -21%[57.1 µM] | 2% | nt | -10% | nt | nt | -4%
CCc1cc2c(SCC(=O)N(C)C3CCS(=O)(=O)C3)ncnc2s1 (centres undefined) | 2% | 0.2 | 0% | 8% | 0.0 | -9% | 10 | 2 | 7%
COc1ccc(Cl)cc1NCCC(O)c1ccc(F)cc1 (centres undefined) | 16% | -0.6 | -5% | 10% | 1.2 | 1% | -3 | 4 | ?
CCOc1ccc(-c2nn(-c3ccccc3)cc2/C=C2\SC(=S)N(Cc3ccco3)C2=O)cc1 | -18% | 0.0 | -14% | 1% | 0.4 | 0% | 4 | 0 | 10%
Nn1c(SCC(=O)Nc2cccc(F)c2)nnc1C1CCCCC1 | 6% | -1.1 | 4% | 10% | -0.3 | -8% | -3 | 4 | -1%
CC(C)c1c(C(=O)N/N=C/c2cccc3ccccc23)nnn1-c1nonc1N | 12% | 1.1 | -7% | -2% | 0.3 | -18% | 2 | 4 | -1%
Cc1ccc2cc(CN(CCc3ccccc3)C(=S)NCCCN(C)C)c(=O)[nH]c2c1 | -4% | 1.6 | -5% | -10% | 1.4 | -20% | 16 | 3 | 1%

Arranged by heavy-atom count (ascending): eight of the compounds above
SMILES | rTrxR1 inhibitor | D2 agonist | TrxR1 substrate | mIDH1 inhibitor | TRHR agonist | USP1 inh | D2 antagonist | TRHR PAM | Pin1 inh
O=S1(=O)CCS(=O)(=O)C1c1ccccc1 | 10%[57.1 µM] | nt | -21%[57.1 µM] | 2% | nt | -10% | nt | nt | -4%
CCS(=O)(=O)n1nc(-c2ccccc2)cc1N | 14% | -0.7 | 5% | -4% | -0.7 | -21% | -20 | 14 | -3%
Cc1cccc(OCCn2c(SCC(=O)O)nc3ccccc32)c1 | 13%[57.1 µM] | -0.3 | -1%[57.1 µM] | 3% | 0.5 | -18% | nt | -1 | -8%
CCC(=O)N/C(=N\OCc1ccc(F)cc1)c1nonc1NC(=O)CC | -4% | nt | -9% | 0% | nt | 8% | nt | nt | ?
O=C(CN1C(=O)NC2(CCCCCCC2)C1=O)NC1CCCc2ccccc21 (centres undefined) | -2% | -0.9 | -4% | 3% | -0.4 | -5% | -2 | 7 | -4%
COCCNC(=O)C1CCN(S(=O)(=O)c2c(C)noc2/C=C/c2cccs2)CC1 | -5% | -0.8 | -15% | 6% | -1.1 | -13% | -3 | -3 | 1%
Cc1ccc2cc(CN(CCc3ccccc3)C(=S)NCCCN(C)C)c(=O)[nH]c2c1 | -4% | 1.6 | -5% | -10% | 1.4 | -20% | 16 | 3 | 1%
CCOC(=O)c1ccc(N=C2S/C(=C\c3cc(C)n(-c4cccnc4)c3C)C(=O)N2C)cc1 | 27% | 0.2 | 12% | 2% | -0.4 | -14% | -18 | 0 | 2%

(cont.)
SMILES | rTrxR1 inhibitor | D2 agonist | TrxR1 substrate | mIDH1 inhibitor | TRHR agonist | USP1 inh | D2 antagonist | TRHR PAM | Pin1 inh
C[C@]12CC[C@@H]3c4ccc(O)cc4CC[C@H]3[C@@H]1C[C@@H](O)[C@@H]2O[C@@H]1O[C@H](C(=O)O)[C@@H](O)[C@H](O)[C@H]1O | 22% | 0.6 | 13% | 4% | 0.2 | -21% | -3 | -5 | -4%
N#Cc1sc2nccc(Nc3ccccc3)c2c1N | 17% | nt | 10% | -3% | nt | -26% | nt | nt | -4%
CCN(c1cccc(C)c1)S(=O)(=O)c1cc2c3c(c1)CCN3C(=O)CC2 | 3% | -0.4 | -7% | 4% | 0.0 | -18% | -37 | 8 | 1%
Clc1cccc(-c2csc(-c3nc(-c4ccc(Br)s4)cs3)n2)c1 | 15% | 0.8 | -2% | -20% | 1.0 | -16% | nt | 13 | -7%
CSc1nc2c(c(=O)[nH]1)CCCC2 | 6% | 0.9 | 1% | 5% | -0.1 | -16% | -5 | -2 | 0%
Clc1ccc(SCCOCCN2CCCCC2)cc1 | 31% | 0.3 | 16% | 4% | 0.3 | -20% | -12 | -4 | 1%
CCOC(=O)c1cnc(Nc2nc3ccccc3o2)nc1CSc1ncccn1 | -15% | nt | -7% | 0% | nt | -12% | nt | nt | 8%
Cc1ccccc1C(=O)NNC(=O)CSc1nnc(-c2ccncc2)n1-c1ccccc1 | 6% | 0.4 | 4% | 1% | -0.3 | -5% | 4 | -1 | -2%
Cc1ccc(NC2CNC(=O)NC2=O)cc1C (centres undefined) | 8%[2.29 µM] | nt | -6%[57.1 µM] | 5% | nt | 1% | nt | nt | -1%
OCC1OC(c2ccccc2)OC2COC(c3ccccc3)OC12 (centres undefined) | 12%[57.1 µM] | nt | 6%[57.1 µM] | 3% | nt | -5% | nt | nt | -5%
Cc1nc2cccnc2n1C1CCN(C(=O)Nc2ccccc2C(F)(F)F)CC1 | 4%[57.1 µM] | nt | 0%[57.1 µM] | 13% | 0.7 | -14% | nt | -2 | -6%
CCC(C)n1cnc2c(c1=O)c1nc3ccccc3nc1n2Cc1ccc2c(c1)OCO2 (centres undefined) | nt | 0.5 | nt | nt | 0.8 | nt | 2 | -2 | nt
CCc1cccc(CC)c1NC(=O)c1cc(S(=O)(=O)N2CCc3ccccc32)cn1C | 7% | 0.9 | -11% | 0% | 0.2 | 10% | nt | -5 | -17%
O=C1CCCN1CCCNS(=O)(=O)c1ccc(F)c(F)c1 | 25% | -0.2 | 1% | 5% | -0.1 | -6% | -11 | 3 | -6%
CC(Cc1ccccc1)N/C=C1\CC(=O)NC1=O (centres undefined) | 1%[57.1 µM] | 0.1 | 6%[57.1 µM] | 0% | 1.0 | -14% | -5 | -1 | -11%
Cc1cccc(NC(=O)Cn2c(/C=C/c3ccccc3)nc3ccccc32)c1 | 38%[activator] | 0.6 | 60%[activator] | 0% | 0.5 | -4% | -4 | 4 | ?
O=C(COC(=O)c1ccc(Cl)nc1)Nc1ccc(Cl)cc1 | 5%[57.1 µM] | 0.0 | 0%[57.1 µM] | -7% | 0.1 | -20% | 26 | 1 | 3%
CN1CCOC(=O)/C1=N/Nc1cc(Cl)ccc1Cl | 0% | 0.9 | -3% | 10% | 0.5 | -15% | 10 | -7 | ?

Assay outcomes from PubChem BioAssay.

The list is partial (hit frequency here may not be typical).
